Assay outcomes as filed in PubChem.
Growth percent in the NCI-60 one-dose screen (48 h, 10 µM unless noted): 100 = growth as untreated, 0 = no growth, -100 = all killed.
SF-268: SF-268 CNS cancer cells; AID 1794759; actives 3.1% (n = 82,000)
PC-3: PC-3 prostate cancer cells; actives 3.9% (n = 80,000); AID 1794754
U251: U251 CNS tumor cells; actives 5.4% (n = 80,000); AID 1794753
OVCAR-8: OVCAR-8 ovarian cancer. actives 4.4% (n = 81,000). AID 1794782
SK-OV-3: SK-OV-3 ovarian cancer cells; actives 3.2% (n = 80,000); AID 1794785
DU-145: DU-145 prostate cancer. actives 4.2% (n = 81,000). AID 1794760
OVCAR-5: OVCAR-5 ovarian cancer; actives 2.9% (n = 82,000); AID 1794783
OVCAR-3: OVCAR-3 ovarian cancer. actives 7% (n = 79,000)
OVCAR-4: OVCAR-4 ovarian cancer cells; actives 3.7% (n = 80,000)
* = called active by the depositor; nt = no result given; & = joins results of further samples; [ ] = another dose, or the depositor's remark. How the source made its calls: active means growth percent below 10; inactive means the rest. Compounds as they come; about 9.5% have a hit in one of these screens.

canonical_smiles	SF-268	PC-3	U251	OVCAR-8	SK-OV-3	DU-145	OVCAR-5	OVCAR-3	OVCAR-4
COc1ccc(N2C(=O)C(Oc3ccccc3)C2c2ccc(C)cc2)cc1 (stereo not given)	102	98	90	92	106	113	100	112	93
CC(=O)CC(=O)N(C)Cc1ccccc1	110	94	103	105	98	110	105	107	105
COc1ccc(-c2nnc(SCC(=O)Nc3ccc(C(=O)/C=C/c4cc(OC)c(OC)c(OC)c4)cc3)n2-c2ccccc2)cc1OC	-52*[100 µM]	11[100 µM]	-97*[100 µM]	16[100 µM]	-55*[100 µM]	-29*[100 µM]	19[100 µM]	-37*[100 µM]	-49*[100 µM]
O=C(O)CCCCCN1C(=O)/C(=C/c2ccc(O)c(O)c2)SC1=S	103	117	103	103	124	103	108	108	101
CCCCN(C(=O)CCC)c1ccccc1	99	nt	114	111	109	102	107	111	111
COc1cccc2c1OC1(Oc3c(cccc3OC)C=C1C)C(C)=C2	98	94	98	102	nt	106	94	103	85
COc1ccc(-c2cn3c(-c4ccc(OC)cc4)cnc3c(Oc3ccc4c(C)cc(=O)oc4c3)n2)cc1	66	18	23	26	91	29	88	47	-19*
Cc1nn(-c2ccc(F)cc2)c2nc(-c3ccc([N+](=O)[O-])cc3)[nH]c(=O)c12	99	87	100	nt	97	107	111	96	99
CCCCOc1nc2ccc(C)cc2cc1/C=C/C(=O)/C=C/c1ccc(Cl)cc1	91	90	84	93	100	105	116	98	106
CCN(CC)CCCCCNc1cc(OC(=O)c2ccccc2)cc2cccnc12	93	77	98	121	108	111	121	52	81
COc1ccc(Oc2nc(Nc3ccc(N4CCOCC4)cc3)ncc2N=Cc2ccc(O)c(OC)c2)cc1	93	93	98	101	92	101	98	101	99
CC(O)CN (stereo not given)	125	103	96	109	113	115	89	122	97
O=C(CSc1nnc2n1N=C(c1ccc([N+](=O)[O-])cc1)CS2)c1ccc([N+](=O)[O-])cc1	96	89	98	94	93	114	103	106	99
CCN1C(=O)N(CC)C2C1NN=c1s/c(=C\c3ccc([N+](=O)[O-])cc3)c(=O)n12 (stereo not given)	71	33	21	15	43	20	35	7.7*	48
O=C1Nc2ccc(Br)cc2C1=O	94	93	99	100	94	100	103	90	93
COC(=O)C(=O)C1CCc2c(Cl)cc(OC)c(OC)c2C1=O (stereo not given)	94	96	94	108	95	94	102	98	86
O=C(Nc1cccc(Cl)c1)Nc1ccccc1Cl	91	57	87	87	101	96	115	78	nt
O=C(N/N=C/c1ccc(B(O)O)s1)c1[nH]c2ccc(Br)cc2c1-c1ccccc1	-37*	-9.1*	-80*	-28*	-87*	-56*	-98*	-47*	-64*
O=C(CCc1cccs1)Nc1ncc(Cc2ccccc2)s1	105	103	101	103	100	110	96	112	121
CC(=O)[C@@H]1CC[C@]2(COS(=O)(=O)c3ccc(C)cc3)CC[C@]3(C)[C@H](CC[C@@H]4[C@@]5(C)CCCNC(C)(C)[C@@H]5CC[C@]43C)[C@@H]12	73	57	62	84	91	87	81	88	61
COc1cc(NC(C)CN(CC(C)C)C(C)C)c2ncccc2c1 (stereo not given)	95	81	100	90	101	106	109	93	40
CS(=O)(=O)c1ccc([C@@H](O)[C@H](CF)NC(=O)C(Cl)Cl)cc1	99	nt	80	87	101	nt	123	102	94
Cc1cc(O)c(C(C)C)cc1NC(=O)Nc1ccccc1	102	93	99	96	100	108	101	110	120
CCN1C(=O)N(CC)C2NNC(Sc3c(C(=O)O)c4ccccc4n(C4CCCC4)c3=O)=NC21 (stereo not given)	39	36	8.8*	4.9*	33	2.9*	38	-33*	62
NS(=O)(=O)c1cccc(N/C=C/C(=O)c2cc3ccccc3oc2=O)c1	96	83	99	105	96	105	105	102	96

Given with values under each structure: part of the list above
Below each compound – SF-268 | PC-3 | U251 | OVCAR-8 | SK-OV-3 | DU-145 | OVCAR-5 | OVCAR-3 | OVCAR-4
> COc1ccc(N2C(=O)C(Oc3ccccc3)C2c2ccc(C)cc2)cc1 (stereo not given)
 : 102 | 98 | 90 | 92 | 106 | 113 | 100 | 112 | 93
> CC(=O)CC(=O)N(C)Cc1ccccc1
 : 110 | 94 | 103 | 105 | 98 | 110 | 105 | 107 | 105
> COc1ccc(-c2nnc(SCC(=O)Nc3ccc(C(=O)/C=C/c4cc(OC)c(OC)c(OC)c4)cc3)n2-c2ccccc2)cc1OC
 : -52*[100 µM] | 11[100 µM] | -97*[100 µM] | 16[100 µM] | -55*[100 µM] | -29*[100 µM] | 19[100 µM] | -37*[100 µM] | -49*[100 µM]
> O=C(O)CCCCCN1C(=O)/C(=C/c2ccc(O)c(O)c2)SC1=S
 : 103 | 117 | 103 | 103 | 124 | 103 | 108 | 108 | 101
> CCCCN(C(=O)CCC)c1ccccc1
 : 99 | nt | 114 | 111 | 109 | 102 | 107 | 111 | 111
> COc1cccc2c1OC1(Oc3c(cccc3OC)C=C1C)C(C)=C2
 : 98 | 94 | 98 | 102 | nt | 106 | 94 | 103 | 85

Next part
canonical_smiles	SF-268	PC-3	U251	OVCAR-8	SK-OV-3	DU-145	OVCAR-5	OVCAR-3	OVCAR-4
CC(=O)C1=C(C)NC(NNc2ccccc2)=NC1c1ccc(Cl)cc1 (stereo not given)	81	85	96	100	96	98	98	98	95
NS(=O)(=O)c1ccc(NCc2cn(-c3ccc(C(=O)O)cc3)nc2-c2ccc(C(F)(F)F)cc2)cc1	98	99	103	101	104	106	100	105	109
COc1ccc(C2=NN(C(=O)c3cc(-c4ccc(Cl)cc4)nc4ccccc34)C(c3cc(-c4ccccc4)nn3-c3ccccc3)C2)cc1OC (stereo not given)	67	62	64	82	90	88	97	74	70
O=c1oc2c(cnc3ccccc32)cc1-c1ccc([N+](=O)[O-])cc1	96	101	94	100	98	103	100	106	94
COCOc1cc2c(=O)c(C)c(C(=O)N[C@@H](Cc3ccccc3)C(=O)C(=O)NCCc3ccc(OC)cc3)oc2cc1OC	97	104	98	104	107	108	109	109	106
CCCCCCCSc1ccc(C(=O)CCN2CCOCC2)cc1	99	96	95	92	107	106	100	107	104
NC(=S)N/N=C\c1[nH]c(=O)nc2ccccc12	115	98	100	102	104	111	108	125	86
CCOC(=O)NC(NC(=O)OCC)C(Cl)Cl	113	94	100	103	118	118	97	116	123
CN1CCN(C(=O)CSc2nnc(-c3cccnc3SCc3ccccc3)o2)CC1	67	57	84	98	101	82	101	92	57
CCOC(=O)CC(=O)OC	111	95	101	103	101	118	101	123	100
Cn1ncc2c(=O)[nH]c(=S)[nH]c21	97	104	101	101	101	103	97	95	122
COc1ccc(-c2nnc(CNc3ccccc3OC)o2)cc1	92	93	100	98	97	106	100	96	103
NC1=NC(c2ccccc2)N=C(Nc2ccccc2)N1 (stereo not given)	54&49	71&65	44&43	101&98	68&94	100&105	95&101	-1.6*	62&117
CC1=CC(=NC(=O)CBr)C=C/C1=N\S(=O)(=O)c1ccccc1	65	78	67	67	92	77	122	8.6*	51
CCSc1nnc(NC(=O)c2cc(-c3ccccc3)oc2C)s1	101	104	96	101	105	111	111	110	107
CC(=O)Nc1ccc(N)cc1S(=O)(=O)O	109	78	91	99	108	110	103	106	115
Cc1ccc(-c2nc3ccc(C(=O)N=Nc4c(O)[nH]c5ccc(Cl)cc45)cc3[nH]2)cc1	-33*	-52*	-100*	-34*	31	6.2*	18	-47*	-64*
O=[N+]([O-])c1cc(Cl)ccc1SSc1ccc(Cl)cc1[N+](=O)[O-]	110	93	104	98	106	109	117	107	104
Cc1csc(NC(=O)c2ccc(N(C)C)cc2)n1	86	81	99	96	97	93	99	93	87
O=C(NN1C(=O)CSC1c1cccc(Br)c1)c1ccc(NC(=O)c2ccccn2)cc1 (stereo not given)	88	100	92	96	99	100	103	101	89
Cc1cc(C)n(CC(=O)Nc2ccc(-c3nc4ccccc4s3)cc2)n1	100	87	90	100	114	103	105	101	98
Clc1ccccc1/C=C/c1nn2c(-c3ccncc3)nnc2s1	99	97	106	103	121	103	109	nt	103
CO[C@@H]1CSS[C@H]1Cn1nc(-c2ccc(Oc3ccccc3)cc2)c2c(N)ncnc21	70	52	60	83	30	74	82	104	67
O=C1C(c2ccccc2)C2C=CC(C2)N1O (stereo not given)	107	98	109	104	106	114	119	112	116
Cc1cccc(C)[n+]1[O-]	98	86	87	106	114	103	114	102	116
CC(C)OC(=O)c1c2cc(F)c(F)cc2nn1Cc1ccccc1	82	70	77	88	96	85	100	79	77
Cc1cc2c(s1)CCCC1CC(=O)N(CCN3CCN(C)CC3)N=C21 (stereo not given)	107	104	105	98	97	114	102	120	98
Cc1ccc(S(=O)(=O)O)cc1Cl	107	93	100	100	101	104	106	110	111
O=C1c2c(c(=O)[nH]c3ccccc23)CN1Cc1ccccc1	97	100	98	98	101	103	101	105	97
O=C(O)C1Cc2c([nH]c3ccccc23)C(c2ccc(Cl)cc2Cl)N1 (stereo not given)	94	96	100	91	88	95	102	106	83
Cc1ccc(S(=O)(=O)N2C/C(=C\c3cc(F)cc(F)c3)C(=O)/C(=C/c3cc(F)cc(F)c3)C2)cc1	-41*	-60*	-98*	-29*	15	-61*	-31*	-83*	-31*
CC12CC(C#N)(C(=O)N1)C(C#N)=C(Cl)N2 (stereo not given)	107	102	103	125	109	116	98	107	102
S=c1[nH]ccn1-c1c(Cl)cccc1Cl	118	106	104	103	102	125	107	111	97
Cc1cc(=O)n(-c2nc3ccccc3[nH]2)[nH]1	49	98	65	84	92	77	110	82	93
Cc1ccc(NC(=O)N(CCO)N=O)cc1	102	79	100	99	87	104	110	103	106
O=C1/C(=C/c2ccc(O)cc2)SC(=S)N1CCc1ccc(O)cc1	88	nt	96	94	90	60	110	96	65
COC1=CC(c2ccc[nH]2)=N/C1=C\c1[nH]c(C)c(C(=O)CCCCC(=O)Nc2ccccc2)c1C	44	-40*	1.8*	-46*	77	6.3*	64	41	54
COc1cc(CN2C(=O)Cc3ccccc3-n3nc(C(C)(C)C)cc32)cc(OC)c1OC	107	70	107	100	102	109	98	105	101
CCOC(=O)c1ccccc1C(C)CC (stereo not given)	117	102	99	100	107	109	101	118	109
O=C(O)c1ccc(-n2cc(CNc3ccc(Cl)cc3)c(-c3ccc(F)cc3)n2)cc1	104	89	90	92	110	103	106	105	101
O=C1c2cccc3c(N4CCN(c5ccccc5)CC4)ccc(c23)C(=O)N1c1cccc(-c2nn(-c3ccccc3)cc2-c2nc3ccccc3s2)c1	101	86	100	106	98	108	108	98	100
CN(C)S(=O)(=O)Oc1ccc(-c2ccc3occc3c2)cc1	109	96	100	102	109	114	106	109	122
O=C(CCC(C(=O)O)N1C(=O)c2ccccc2C1=O)Nc1ccccc1 (stereo not given)	102	102	99	104	96	104	102	102	111
C=C(CN1CC=CCC1)[C@@H]1CC[C@]2(C(=O)O)CC[C@]3(C)[C@H](CC[C@@H]4[C@@]5(C)CC[C@H](O)C(C)(C)[C@@H]5CC[C@]43C)[C@@H]12	101	91	104	107	121	107	124	102	106
Cc1ccc2c(n1)C(=O)C(Cl)=C(Nc1cccc(C(C)C)c1)C2=O	81	58	60	57	nt	23	109	3.5*	23
CC(Br)C(Br)CO (stereo not given)	106	96	95	103	106	112	100	112	97
COc1ccc2cc(-c3ccc(-c4ccc(C(=N)N)s4)s3)ccc2c1	-34*	23	-86*	-33*	97	-67*	-33*	-61*	-46*
COc1cc([N+](=O)[O-])ccc1N=Cc1ccc(C=Nc2ccc([N+](=O)[O-])cc2OC)cc1	106	95	91	94	106	108	115	115	100
CC1CC(=O)c2ccccc2C1C (stereo not given)	113	100	102	102	95	127	108	115	101
O=C(c1nc2ccccc2[nH]1)C1[C@@H](c2ccc(Cl)cc2Cl)C2CC3CCCCC3N2[C@@]12C(=O)Nc1cc(Cl)ccc12 (stereo not given in full)	51	28	52	70	nt	68	72	48	35

More entries follow.
canonical_smiles	SF-268	PC-3	U251	OVCAR-8	SK-OV-3	DU-145	OVCAR-5	OVCAR-3	OVCAR-4
Cc1ccc(C(CC(=O)O)c2c(C)[nH][nH]c2=O)cc1 (stereo not given)	95	105	96	101	98	106	106	109	111
CCn1cc(C(=O)N/N=C/c2cccnc2)c(=O)c2cc(F)c(N3CCNC(C)C3)c(F)c21 (stereo not given)	37	51	25	30	84	42	69	40	48
Cc1ccc(-c2nc3sc(C)nn3c2-c2nc3ccc(Cl)cc3[nH]2)cc1	106	69	92	89	109	106	90	104	97
N#CC(NC(=O)c1ccccc1)C1CC1 (stereo not given)	102	94	82	92	94	106	101	104	93
C/C(=N\Nc1nc(-c2ccc(Cl)cc2)cs1)c1nnn(-c2ccc(F)cc2)c1C	94	107	99	109	115	97	103	103	104
CCC1=Cc2cc(Cl)cc(Cl)c2OC12C=Cc1cc(Cl)cc(Cl)c1O2 (stereo not given)	105	100	101	103	117	115	100	nt	110
CN(C)c1ccc(/C=C2\SC(=O)N(CC(=O)Nc3ccc(C(=O)/C=C/c4cc5ccccc5nc4Cl)cc3)C2=O)cc1	102	98	104	101	108	112	103	116	108
Cn1c(=O)cc2c3c(c(NCCCO)ccc31)C(=O)c1ccccc1-2	42	45	37	33	52	45	66	54	48

Reprinted at random: 4 entries already listed.
canonical_smiles	SF-268	PC-3	U251	OVCAR-8	SK-OV-3	DU-145	OVCAR-5	OVCAR-3	OVCAR-4
CCn1cc(C(=O)N/N=C/c2cccnc2)c(=O)c2cc(F)c(N3CCNC(C)C3)c(F)c21 (stereo not given)	37	51	25	30	84	42	69	40	48
Cc1ccc(-c2nc3sc(C)nn3c2-c2nc3ccc(Cl)cc3[nH]2)cc1	106	69	92	89	109	106	90	104	97
C/C(=N\Nc1nc(-c2ccc(Cl)cc2)cs1)c1nnn(-c2ccc(F)cc2)c1C	94	107	99	109	115	97	103	103	104
CCC1=Cc2cc(Cl)cc(Cl)c2OC12C=Cc1cc(Cl)cc(Cl)c1O2 (stereo not given)	105	100	101	103	117	115	100	nt	110
